ATG4B inh – blocks human ATG4B protease cleavage of LC3 substrate; Q9Y4P1; ATG4B cleavage of LC3-PLA2, NBD-HPC fluorescence, 1 h; inhibition, % at 8.33 µM; 0.51% of 340,000 active; AID 504462; in the data active means inhibition above about 40%
HKDC1 inh – blocks human hexokinase HKDC1 activity. Q2TB90. recombinant HKDC1, G6PDH/diaphorase resazurin coupled fluorescence. inhibition, % at 20 µM. 0.16% of 340,000 active. AID 493160;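 active means inhibition above about 35% when tested at 20 µM, limit read from the data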;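 further: plate controls were DMSO wells with enzyme for no effect and DMSO wells lacking enzyme for full effect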
Target sequence (Q2TB90 whole entry, looked up): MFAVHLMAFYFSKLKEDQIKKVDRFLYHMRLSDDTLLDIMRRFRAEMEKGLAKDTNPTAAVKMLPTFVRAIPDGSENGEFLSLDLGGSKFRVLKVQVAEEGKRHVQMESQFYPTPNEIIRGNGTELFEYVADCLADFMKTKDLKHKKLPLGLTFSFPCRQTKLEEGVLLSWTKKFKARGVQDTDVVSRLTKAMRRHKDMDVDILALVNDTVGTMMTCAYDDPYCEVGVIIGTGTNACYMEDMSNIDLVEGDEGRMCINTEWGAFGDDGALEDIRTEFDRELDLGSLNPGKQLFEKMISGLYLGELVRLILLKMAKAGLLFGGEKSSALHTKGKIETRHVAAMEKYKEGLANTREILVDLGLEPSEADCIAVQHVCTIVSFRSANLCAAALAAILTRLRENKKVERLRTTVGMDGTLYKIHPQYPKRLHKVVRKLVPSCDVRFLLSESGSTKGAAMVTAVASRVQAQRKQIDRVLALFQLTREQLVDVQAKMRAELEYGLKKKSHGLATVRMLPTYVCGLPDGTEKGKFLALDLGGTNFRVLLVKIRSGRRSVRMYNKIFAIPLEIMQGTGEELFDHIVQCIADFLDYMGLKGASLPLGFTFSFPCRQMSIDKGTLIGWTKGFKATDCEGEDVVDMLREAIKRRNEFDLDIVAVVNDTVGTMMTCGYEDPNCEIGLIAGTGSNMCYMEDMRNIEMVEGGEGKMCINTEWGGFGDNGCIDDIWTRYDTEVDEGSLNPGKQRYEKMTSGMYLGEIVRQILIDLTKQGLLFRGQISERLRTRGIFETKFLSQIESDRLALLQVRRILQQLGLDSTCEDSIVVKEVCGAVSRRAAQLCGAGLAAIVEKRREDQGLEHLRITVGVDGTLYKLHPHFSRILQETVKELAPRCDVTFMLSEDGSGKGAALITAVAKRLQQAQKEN
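Assay system: in-house recombinant HK5 (HKDC1) enzyme. Input: HKDC1 at 5 µg/mL. Medium: Tris pH 8.0 buffer with MgCl2, Tween-20, BSA, BME. Dosing: single 20 µM dose. Schedule: 90 min reaction incubation at room temperature, dark. Signal: resazurin-to-resorufin fluorescence via G6PDH and diaphorase coupling, 525/613 nm. Controls: DMSO-enzyme wells negative, buffer-substituted wells positive.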
PfG6PD inh – PfG6PD (Plasmodium falciparum) enzyme inhibition; PfGluPho enzyme, NADPH resazurin-diaphorase fluorescence; inhibition, % at 20 µM; 0.78% of 350,000 active; AID 504690;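 active means inhibition reaching at least a set limit at 20 µM in the primary screen, cut at about 59% in these data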;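 further: 0% = DMSO wells with substrate and 100% = DMSO wells lacking glucose-6-phosphate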
mIAP block – mouse IAP inhibition; AID 2806; purified mouse IAP, CDP-Star luminescence, 30 min; 0.2% of 330,000 active; inhibition, % at 10 µM;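 active means inhibition of at least 40% at 10 µM in the primary screen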;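 further: plate controls were DMSO with enzyme for no effect and no enzyme wells for full effect; values of inactives mirror those of a sister screen read the other way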
hIAP block – human IAP inhibition. P09923. purified IAP, CDP-Star luminescence, 30 min. inhibition, % at 10 µM. 0.12% of 330,000 active;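 active means inhibition reaching a set limit with compound at 10 µM in the primary screen, cut at about 35% in these data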;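 further: plate controls were DMSO wells with enzyme for no effect and no-enzyme buffer wells for full effect; values of inactives mirror those of a sister screen read the other way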
mIAP activ – increases mouse intestinal alkaline phosphatase activity; muIAP, CDP-Star luminescence, 30 min; hits give high values; 1 = vehicle-only enzyme signal, 0 = enzyme-free wells; 0.24% of 330,000 active; activation factor at 10 µM;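 active means activation factor of at least 2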; further: the source names both 10 and 20 µM as test concentration; values of inactives mirror those of a sister screen read the other way
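System: mouse IAP enzyme. Reagent: CDP-Star chemiluminescent phosphatase substrate. Benchmarks: DMSO wells, no-enzyme wells. Times: 30 min enzyme-substrate-compound incubation at room temperature. Detection: luminescence from enzymatic CDP-Star hydrolysis. Doses: test compounds delivered from DMSO solution.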
hIAP act – human IAP activation; P09923; purified human IAP, CDP-Star luminescence, 30 min; hits give high values; 1 = vehicle-only enzyme, 0 = enzyme-free background; activation factor at 10 µM; 0.16% of 330,000 active; AID 2524;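 active means activation factor of the enzyme at least 2-fold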; further: the source names both 10 and 20 µM as test concentration; values of inactives mirror those of a sister screen read the other way
APOBEC3A inh – human APOBEC3A DNA deaminase inhibition. P31941. inhibition, % at 20 µM. AID 493011. 0.41% of 330,000 active. recombinant A3A, FAM/TAMRA ssDNA deamination fluorescence;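 active means at least 40% inhibition at 20 µM here, with at most 30% in a related deaminase screen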;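 further: plate controls were A3A with DMSO for no effect and wells lacking A3A enzyme for full effect; some results filed as inactive read as strong as hits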
Target sequence (P31941 whole entry, looked up): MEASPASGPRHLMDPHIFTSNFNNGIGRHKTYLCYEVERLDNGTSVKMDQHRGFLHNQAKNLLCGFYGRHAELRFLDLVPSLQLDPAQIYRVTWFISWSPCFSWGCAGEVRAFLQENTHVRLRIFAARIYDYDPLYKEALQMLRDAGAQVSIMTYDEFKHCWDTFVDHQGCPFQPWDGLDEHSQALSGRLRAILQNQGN
Active calls of the source: *; i = inactive; . = not tested or not shown. Compounds as they come, and some 2.4% of all compounds hit somewhere here.

SMILES	ATG4B inh	HKDC1 inh	PfG6PD inh	mIAP block	hIAP block	mIAP activ	hIAP act	APOBEC3A inh
CN(C)CCCN(C(=O)c1ccc(S(=O)(=O)N2CCc3ccccc32)cc1)c1nc2ccc(F)cc2s1	-8	0	10	1	18	0.99	0.82	-3
COc1cccc(/C=N/NC(=O)c2ccc([N+](=O)[O-])cc2Cl)c1O	-3	-23	-15	6	-27	0.94	1.3	2
COc1cc(OC)cc(C(=O)OCC(=O)NCCCc2ccccc2)c1	-5	-3	-4	-6	-17	1.1	1.2	-2
CC(C)Cn1c(N)c(C(=O)COC(=O)CCNS(=O)(=O)c2ccccc2)c(=O)n(C)c1=O	-1	1	-11	-5	-5	1.1	1	1
O=C(Nc1ccc(Cl)c(S(=O)(=O)N2CCCCC2)c1)c1cnccn1	1	1	9	13	14	0.87	0.86	-1
CC(C)Oc1ccc(S(=O)(=O)N2CCOCC2)cc1NC(=O)Cc1cccs1	-9	-2	-3	4	3	0.96	0.97	-5
N#Cc1c(-c2ccc(Cl)cc2Cl)nc2n(c1=O)CCS2	5	-5	-16	5	-11	0.95	1.1	-2
Cc1ccc(OCCn2nnc3ccccc32)cc1C	3	1	8	0	-26	1	1.3	-1
CCOc1ccc2nc(NC(=O)c3ccccn3)sc2c1	2	12	11	4	-50	0.96	1.5	2
CC(C)n1cc(CN2CCC(C(=O)Nc3cccc(-c4cccc(Cl)c4)c3)CC2)cn1	-13	-1	16	-495	i	6*	8.8*	-2
CC(C)CC(NC(N)=O)C(=O)OCC(=O)NC(=O)NC1CCCC1 (stereo not given)	-1	-4	-11	-5	1	1.1	0.99	0
CC(=O)c1ccc(N2CCN(C(=O)CCC(=O)Nc3ccc4nc(N5CCN(C)CC5)cc(C)c4c3)CC2)cc1	-14	1	11	4	5	0.96	0.95	1
Cc1ccc(S(=O)(=O)NCCCNS(=O)(=O)c2ccccc2[N+](=O)[O-])cc1	-5	-3	-14	4	15	0.96	0.85	-3
COc1ccc(-c2cn[nH]c2N)cc1OC	5	-5	-5	-8	8	1.1	0.92	-3
COc1ccc(-c2nnc(NC(=O)C3CC3)o2)cc1	4	-5	-16	-2	1	1	0.99	-1
Cc1nc(C)n(C(C)CNC(=O)c2ccccc2)n1 (stereo not given)	-4	-5	-17	-5	-5	1.1	1.1	-3
COc1ccc(NC(=O)CSc2ccc3ccccc3c2)cc1S(=O)(=O)N1CCCCC1	-12	5	-1	-64	7	1.6	0.93	-3
NC(=O)c1ccsc1NC(=O)COC(=O)c1ccc([N+](=O)[O-])o1	-2	1	15	6	-14	0.94	1.1	3
COc1ccc(OC)c(-c2cc(C(=O)Nc3c(C)n(C)n(-c4ccccc4)c3=O)no2)c1	3	-9	-4	4	0	0.96	1	4
COc1cc(C(=O)NCC(=O)NCCN2C(=O)S/C(=C\c3ccccc3Cl)C2=O)cc(OC)c1OC	-13	0	-3	5	-3	0.95	1	-2

Ordered by molecular weight (largest number first): 3 of the compounds above
SMILES	ATG4B inh	HKDC1 inh	PfG6PD inh	mIAP block	hIAP block	mIAP activ	hIAP act	APOBEC3A inh
CC(C)n1cc(CN2CCC(C(=O)Nc3cccc(-c4cccc(Cl)c4)c3)CC2)cn1	-13	-1	16	-495	i	6*	8.8*	-2
COc1cc(OC)cc(C(=O)OCC(=O)NCCCc2ccccc2)c1	-5	-3	-4	-6	-17	1.1	1.2	-2
COc1ccc(-c2cn[nH]c2N)cc1OC	5	-5	-5	-8	8	1.1	0.92	-3

(more compounds)
SMILES	ATG4B inh	HKDC1 inh	PfG6PD inh	mIAP block	hIAP block	mIAP activ	hIAP act	APOBEC3A inh
Cc1csc(=O)n1CCC(=O)OCC(=O)NCc1ccc(F)cc1	3	-3	-13	-2	18	1	0.82	1
COc1ccc(-c2noc3c2-c2nc(-c4ccccc4F)sc2CC3)cc1	-4	5	5	14	-40	0.86	1.4	-4
CSc1ncccc1C(=O)Nc1cc(C)ccn1	-2	-3	4	3	7	0.97	0.93	2
CC(c1ccccc1)N1C(=O)c2ccc(C(=O)NCc3cccnc3)cc2C1=O (stereo not given)	-2	-5	13	-13	-31	1.1	1.3	-1
COc1ccc(OCCN2C(=O)c3ccccc3C2=O)c([N+](=O)[O-])c1	4	-1	-13	2	18	0.98	0.82	-2
Cc1ccccc1NS(=O)(=O)c1cc(C(=O)NCCSC2CCCCC2)ccc1C	0	-4	-4	1	2	0.99	0.98	-5
O=C(CNc1ccc(F)cc1)N/N=C1\CCc2ccccc21	-2	-6	2	0	-11	1	1.1	2
O=C1C2C3C=CC(C3)C2C(=O)N1c1cccc2cccnc12 (stereo not given)	-4	-2	-3	-1	-3	1	1	-3
CCN(C(=O)CSc1nnc(SC)s1)c1c(N)n(Cc2ccccc2)c(=O)[nH]c1=O	0	3	1	-5	-9	1.1	1.1	2
Cc1ccc(OCCNC(=O)CCC(=O)N2CCOCC2)cc1	1	-4	-4	7	9	0.93	0.91	-1
CC(C)CN(C(=O)COC(=O)CCN1C(=O)c2ccccc2C1=O)C1CCS(=O)(=O)C1 (stereo not given)	-9	-2	13	-5	-13	1	1.1	-5
CC(=O)c1ccc(NS(=O)(=O)c2ccc3ccccc3c2)cc1	1	-6	-25	8	-14	0.92	1.1	0
Cc1cc(Cl)ccc1NC(=O)CN1C(=O)CSc2ccc(S(=O)(=O)N3CCOCC3)cc21	-19	-1	4	-1	-21	1	1.2	0
Cc1cc(-c2ccc(C(C)C)c(S(=O)(=O)NCc3ccco3)c2)on1	-1	-2	20	3	-16	0.97	1.2	0
CC/C(=N\Nc1ccc([N+](=O)[O-])cc1[N+](=O)[O-])c1ccc(O)cc1	-10	-2	4	19	11	0.81	0.89	1
CC(=O)Nc1cc(C(=O)c2ccccc2)ccc1N1CCOCC1	-13	-3	-3	-6	0	1.1	1	2
COc1ccc([C@H]2CC(=O)C=C(c3ccc4[nH]ccc4c3)C2)cc1OC	-14	-5	13	-3	5	1	0.95	2
CC1CCC(=NNC(=O)c2ccccc2-n2cccc2)CC1 (stereo not given)	12	-4	10	-2	-1	1	1	-4
COc1cc(C2C3CN(C)CC=C3C(C#N)=C(N)C2(C#N)C#N)ccc1OC(C)C (stereo not given)	3	10	-4	3	7	0.97	0.93	-2
COC(C(=O)Nc1ccc(S(=O)(=O)Nc2c(C)cccc2C)cc1)c1ccccc1 (stereo not given)	39	-9	4	-15	-7	1.1	1.1	3
Cc1ccc(CS(=O)(=O)Cc2ccc(C(=O)NC3CCCC3)o2)cc1	-6	-5	-17	3	-17	0.97	1.2	-4
CCC(C)NS(=O)(=O)c1cccs1 (stereo not given)	-1	-1	-14	-10	-10	1.1	1.1	-6
NC(=O)C1CCN(C(=O)c2cc(-c3ccc(Cl)s3)nc3ccccc23)CC1	-15	3	-18	8	15	0.92	0.85	-5
Nc1cnc(-c2ccccc2)nc1Cl	1	-8	5	-1	5	1	0.95	1
Fc1cccc(Cc2noc(CN3CCCN(C4Cc5ccccc5C4)CC3)n2)c1	3	-4	-2	5	6	0.95	0.94	-4
CC(C)CCn1c(=O)c2c(nc3n2CCCN3Cc2ccccc2)n(C)c1=O	4	-2	8	0	15	1	0.85	-1
O=C(COC(=O)/C=C/c1ccco1)Nc1ncc(Cl)cc1Cl	-2	-3	5	3	-3	0.97	1	37
O=C(COc1ccc(-n2cnnn2)cc1)Nc1ccc(F)c(F)c1F	-3	4	-12	-14	1	1.1	0.99	-4
O=C(CCC(=O)Nc1ccc(Br)cc1)N/N=C/c1ccc(F)cc1	5	0	2	4	1	0.96	0.99	-3
CCC(C)Oc1nc2c(c(=O)n(C)c(=O)n2C)n1C (stereo not given)	3	-1	6	1	-3	0.99	1	-2
CCSc1nnc(CCNC(=O)OC(C)(C)C)o1	-4	2	-7	2	-11	0.98	1.1	-4
Cc1ccc(Cn2c(S(=O)(=O)O)nc3ccccc32)cc1	-1	-5	-8	0	-1	1	1	1
N#C/C=C\Oc1ccc(Cl)cc1N	0	2	14	2	2	0.98	0.98	-2
Cc1ccc(-c2noc(-c3ccccc3C(=O)N3CCN(C)CC3)n2)cc1	-4	-7	0	0	17	1	0.83	-4
Cc1ccccc1S(=O)(=O)Cc1ccc(C(=O)NCc2cccnc2)o1	-12	-14	1	13	20	0.87	0.8	1
CC(OC(=O)COc1ccc(C#N)cc1)C(=O)Nc1ccc(Cl)cn1 (stereo not given)	5	-4	7	-2	-8	1	1.1	1
COc1cccc(NC(=O)COC(=O)CCn2c(C)csc2=O)c1	-5	-3	5	0	-13	1	1.1	-3
O=C(Nc1cc(C(F)(F)F)ccc1Cl)C(Sc1nnc(-c2cccs2)o1)c1ccccc1 (stereo not given)	-3	-7	19	12	-48	0.88	1.5	-3
Cn1cc(CN2CCC(Oc3ccc(C(=O)N4CCCCC4)cc3)CC2)cn1	-2	0	-7	-4	-20	1	1.2	-1
CCOC(=O)c1c(CS(=O)(=O)c2ccccc2)n(C)c2cc(Br)c(O)cc12	-17	-5	-4	-4	0	1	1	-2
COc1ccc(Oc2ccccc2/C=C/C(=O)O)cc1	3	0	-6	-3	-7	1	1.1	-4
COc1cc(C(=O)N2CCN(C)C(C)C2)ccc1OC1CCN(C(C)=O)CC1 (stereo not given)	7	-9	-3	2	2	0.98	0.98	-2
Cc1ccc(S(=O)(=O)N2CCN(C(=O)Cn3nc(C)c([N+](=O)[O-])c3C)CC2)cc1	-6	-3	11	4	5	0.96	0.95	-1
OC(COc1ccc2ccccc2c1)Cn1cncn1 (stereo not given)	-9	6	1	11	10	0.89	0.9	-3
NC(=O)c1ccc(-c2nnc(Nc3ccc(S(N)(=O)=O)cc3)c3ccccc23)cc1	-8	7	14	3	0	0.97	1	-3
NC(=O)Cn1cc(/C=N/NC(=O)c2ccc(Cn3cc(Cl)cn3)o2)c(-c2ccccc2)n1	-14	-5	3	7	3	0.93	0.97	-1
COC(=O)CCCC1=CC2=CC(=O)C(C)(OC(=O)c3cccs3)C(=O)C2=CN1C1CC1 (stereo not given)	1	15	62*	-7	34	1.1	0.66	2
CCOC(=O)C(=CNc1cccc(C)n1)C(=O)OCC	-1	-4	4	-5	17	1	0.83	0
CSC1=N/C(=C\c2ccc(F)cc2)C(=O)S1	3	8	-18	10	7	0.9	0.93	-8
CC12CCC3c4ccc(O)cc4CCC3C1CCC2=O (stereo not given)	-9	-3	1	10	16	0.89	0.84	0
Cc1nc(C)n(CC(O)COc2ccc3c(c2)CCC3)n1 (stereo not given)	-6	-12	5	-4	-22	1	1.2	-5
Cc1sc(NC(=O)CN2C(=O)NC3(CCCC3)C2=O)nc1-c1ccc(F)cc1	-7	9	-45	3	1	0.97	0.99	-1
Cc1ccc(N2C(=O)c3ccccc3NC2c2ccccc2O)cc1 (stereo not given)	10	-3	0	0	2	1	0.98	-4
COC(=O)c1nc(-c2ccccc2)oc1N(C)C	5	1	-3	-3	-12	1	1.1	-1
CCN(c1ccccc1)S(=O)(=O)c1ccc(C(=O)N(CCN(C)C)c2nc3c(F)cc(F)cc3s2)cc1	.	.	.	1	-1	0.99	1	3
COC(=O)c1ccccc1NC(=O)CSc1nc(NC(=O)c2ccccc2)c2c(C)c(C)oc2n1	-9	1	-13	-9	-18	1.1	1.2	-4
Cc1ccc(-c2csc(NC(=O)C3=COCCO3)n2)cc1	3	6	12	2	-36	0.98	1.4	-2
CC(C)[C@H](NC(=O)c1ccco1)C(=O)OCC(=O)c1ccc2c(c1)NC(=O)CO2	-5	-10	7	0	-26	1	1.3	-1
